INS-1E GSIS act: GLuc luminescence reporter in INS-1E cells, primary screen for activators of glucose-dependent secretion of insulin; INS-1E GLuc reporter insulin secretion, 2-3 h; activation, % at 16.6 µM; 370,000 tested, 0.61% active;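 active means lowest replicate activation of at least 40%, so every replicate reaches that level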;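 further: 0% = median of neutral control wells and 100% = median of IBMX positive control wells; some compounds called inactive have numbers as strong as hits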
XiGFP reactiv: activators of X-chromosome reactivation in mouse fibroblasts | XiGFP mouse fibroblasts, % GFP-positive cells imaging, 3 d; cells co-treated with 5-aza-dC sensitizer; scaled so ellipticine positive control = 100% | 360,000 tested, 0.055% active | activation, % at 7.58 µM;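 active means mean normalized replicate activation at least 10% and every replicate at or above 10%; inconclusive means only one of the two criteria met; inactive means mean below 10% and not all replicates reach 10%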;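 further: 0% = median of on-plate neutral control wells and 100% = ellipticine 6 µM median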
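System: 68-5-11 XiGFP fibroblast line; Timing: 3 days compound exposure; Compound dosing: one concentration, pinned; Benchmarks: positive control ellipticine, 6 µM final; Buffer or medium: DMEM containing 5-aza-dC.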
F508del corr: CFTR F508del correction in bronchial cells | CFBE cells, YFP halide quenching; stimulated with forskolin plus potentiator P3; % fluorescence drop versus neutral controls | activity (quench increase), % at 7.58 µM | 350,000 tested, 0.36% active | AID 720511;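 active means mean added fluorescence quench of at least 8% versus neutral control, with both replicates also reaching 8%; inconclusive means only one of the mean or replicate conditions met; inactive means mean below 8% and not both replicates reaching 8%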;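 further: cells transiently co-express mutant CFTR-F508del with the halide-sensitive YFP; corrector assay measuring rescue of mutant channel to the surface after 24 h compound exposure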
RAD54 inh: blocks human RAD54 Holliday junction branch migration; 360,000 tested, 0.14% active; FAM/BHQ fluorescence; inhibition, % at 10.4 µM; Q92698;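 active means mean normalized replicate activity at least 40 and at least half of replicates scoring 40 or more; inconclusive means only one of the two criteria met; inactive means mean below 40 and under half of replicates reaching 40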;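 further: 0% = median of neutral control wells and 100% = median of positive control wells; inhibitors cause a drop in the FAM fluorescence signal; in these data hits start at about 50%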
E-selectin induc: induces E-selectin expression in human endothelial cells; 260,000 tested, 0.37% active; HUVEC E-selectin immunofluorescence imaging; normalized: neutral wells 0, TNF-alpha wells 100; activation, % at 7.58 µM; AID 686992;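 active means mean E-selectin-positive cell signal at least 10% of the positive control, reached in at least 60% of replicates, without over 20% cell loss; inconclusive means no rule given, readout overlaps actives, possibly toxicity-flagged; inactive means the rest, including those meeting only one limit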;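 further: in these data hits start at about 27%; measured in HUVEC primary endothelial cells; signal is the percent of cells scored E-selectin positive by PE staining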
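Read-out: % PE-positive cells | Test system: HUVEC | Doses: One compound dose added by pin transfer | Buffer or medium: EGM-2 over gelatin coat | Signal: Immunofluorescence imaging | Benchmarks: TNF-alpha, DMSO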
Casp6 inh: caspase-6 (human) enzyme inhibition | inhibition, % at 12.5 µM | purified caspase-6, Z-VEID-R110 cleavage fluorescence | 350,000 tested, 0.53% active | P55212 | AID 686996;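 active means mean inhibition across replicates at least about 35%, with every replicate also reaching that limit, limit read from the data; inconclusive means only one of the two criteria met; inactive means neither criterion met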;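 further: 0% = median of neutral control wells and 100% = no fluorescence left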
Target sequence (P55212 24-179 limits assumed): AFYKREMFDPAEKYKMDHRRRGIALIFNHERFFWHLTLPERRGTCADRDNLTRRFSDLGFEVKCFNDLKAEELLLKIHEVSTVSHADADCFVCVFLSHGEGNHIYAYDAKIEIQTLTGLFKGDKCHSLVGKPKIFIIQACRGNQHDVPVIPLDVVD
Target sequence (P55212 194-293 limits assumed): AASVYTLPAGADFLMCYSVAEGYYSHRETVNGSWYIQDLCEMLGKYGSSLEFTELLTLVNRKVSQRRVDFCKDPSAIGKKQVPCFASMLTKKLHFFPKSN
DENV2 CPE rescue: inhibitors of DENV2 cytopathic effect; DENV2-infected cells, cytopathic effect rescue, plate reader; CPE inhibition, % at 9.99 µM; 350,000 tested, 1.7% active; in the data active means CPE inhibition above about 20%, passing the limit was not always enough; inconclusive means no clear call, values can overlap the other calls; tested in BHK-21 cells;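 further: 0% = median of neutral control wells and 100% = median of positive control wells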
RAD52 anneal inh: inhibitors of human RAD52 DNA annealing; P43351; recombinant RAD52 DNA annealing, FRET fluorescence; inhibition, % at 18.7 µM; 360,000 tested, 0.46% active; AID 651710;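 active means every replicate showing at least 50% inhibition; inconclusive means mean inhibition at least 50% but not in every replicate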
Target sequence (P43351 whole entry, looked up): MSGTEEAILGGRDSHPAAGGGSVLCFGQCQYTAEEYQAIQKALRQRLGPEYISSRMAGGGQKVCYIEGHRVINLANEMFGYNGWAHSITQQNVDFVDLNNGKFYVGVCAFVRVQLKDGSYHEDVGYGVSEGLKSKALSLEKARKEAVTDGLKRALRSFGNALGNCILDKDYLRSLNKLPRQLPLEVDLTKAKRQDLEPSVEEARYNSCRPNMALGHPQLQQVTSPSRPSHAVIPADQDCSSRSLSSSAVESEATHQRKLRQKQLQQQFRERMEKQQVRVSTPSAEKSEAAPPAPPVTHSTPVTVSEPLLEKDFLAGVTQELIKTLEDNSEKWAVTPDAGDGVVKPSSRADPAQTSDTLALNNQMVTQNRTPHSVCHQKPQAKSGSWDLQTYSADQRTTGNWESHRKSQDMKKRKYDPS
The depositor's hits bear a star; ? = inconclusive; . = no result given; & = joins results of further samples. Hits appear at their usual frequency (roughly 3.7% active in at least one column).

SMILES	INS-1E GSIS act	XiGFP reactiv	F508del corr	RAD54 inh	E-selectin induc	Casp6 inh	DENV2 CPE rescue	RAD52 anneal inh
CCC(=O)N(C)C[C@H]1Oc2ncc(C#Cc3ccc(OC)cc3)cc2C(=O)N([C@H](C)CO)C[C@H]1C	8	-0.3	0.3	5	0.4	1	4	-9
Cc1ccnc(NC(=O)Cc2ccc([N+](=O)[O-])cc2)c1	16	0.1	-2.8	.	.	-7	-4	-9
COc1ccc(C(=O)NC2CCCc3c2cnn3-c2ccccc2F)o1 (stereo not drawn)	3	0.0	-0.5	4	.	4	11	-30
COCC#Cc1cnc2c(c1)C(=O)N([C@@H](C)CO)C[C@@H](C)[C@H](CN(C)C(=O)c1ccc(F)cc1)O2	10	-0.2	0.8	0	-0.2	-2	0	-10
O=C(C[C@H]1C[C@@H]2c3cc(NC(=O)C4CCC4)ccc3O[C@@H]2[C@H](CO)O1)NCc1ccncc1	1	0.2	-1.4	7	0.0	-1	6	3
CCOc1ccc(NS(=O)(=O)c2ccc(C(=O)NCC3CCCO3)cc2)cc1 (stereo not drawn)	-1	0.0	3.2	-7	-0.2	4	0	0
COc1cc(F)c(C2=CC(=O)C[C@H](c3ccc4c(c3)OCO4)C2)cc1F	1	0.0	-1.1	-6	0.0	2	20	-12
O=S(=O)(c1ccc(F)cc1)N1CCCCN2[C@H](C1)[C@@H](c1ccc(-c3ccccc3F)cc1)[C@@H]2CO	.	.	2.5	3	.	-2	2	16
COC(=O)c1c(S(C)(=O)=O)nc(-c2ccccc2)[nH]c1=O	8	-0.1	.	.	.	4	1	-4
COc1ccc(CN2CCN(Cc3c[nH]c4ccccc34)CC2)c(OC)c1	-1	0.0	0.4	1	0.3	-10	4	13
Cc1cc(C)c(S(=O)(=O)c2cccc(Cl)c2)c(=O)[nH]1	3	0.0	2.6	-15	.	2	?	4
CCN(CC(=O)Nc1c(F)cccc1F)C(=O)CCNS(=O)(=O)c1ccccc1C(F)(F)F	-11	0.1	0.2	.	0.7	-3	-2	-9
CCOC(=O)c1c(C)[nH]c(C)c1C(=O)COC(=O)[C@@H]1CCCN1S(=O)(=O)c1ccc(Cl)cc1	-46	.	-1.7	0	.	9	-16	-17
CC(=O)c1c(Cl)nc2cccc3c2c1-c1ccccc1C3=O	7	0.1	1.2	-6	.	3	1	-18
CC(=O)Oc1cccc(N2C(=O)C3C4C=CC(CC4)C3C2=O)c1 (stereo not drawn)	7	0.2	-2.4	-7	-0.4	1	15	-4
CN1CCc2c(c3ccccc3n2Cc2ccccc2)C1	6&1	0.0&0.0	0.5&-4.6	7&-8	-0.1&0.2	0	-7&-3	8&3
CC(C)NC(=O)N(C)C[C@@H]1Oc2ncc(-c3cc4ccccc4o3)cc2C(=O)N([C@H](C)CO)C[C@@H]1C	-18	0.0	2.8	-1	0.0	-3	-2	0
COc1ccc(OC)c(NC(=S)N2CCC(C(O)(c3ccccc3)c3ccccc3)CC2)c1	4	0.3	.	4	0.0	.	.	.
O=C(NCc1cccnc1)C1CC(=O)N(C2CCCCC2)C1 (stereo not drawn)	6	.	.	-6	.	-4	.	6
COc1cccc(-n2cc(CNC(=O)C3CCC(=O)N(C4CC4)C3)cn2)c1 (stereo not drawn)	.	0.0	-0.1	4	.	-6	-3	4
COc1ccc(NC(=O)CN(C)C(=O)c2cccc(S(=O)(=O)Nc3ccccc3Cl)c2)cc1	-21	0.1	1.1	-15	-1.2	1	14	2
Nn1c(Cc2ccccc2F)nnc1SCCOc1ccc(Cl)cc1	-18	0.3	-0.2	.	.	1	-2	-9
COc1ccccc1NC(=O)Nc1ccc2c(c1)C(=O)N(C)C[C@H](OC)[C@H](C)CN(C)[C@H](C)CO2	1	-0.1	0.7	.	0.2	.	.	3
COCC#Cc1ccc2c(c1)O[C@H](CN(C)Cc1ccccn1)[C@H](C)CN([C@@H](C)CO)S2(=O)=O	13	-1.1	-0.1	.	-0.1	.	.	.
CC(C)(O)C#Cc1cccc(-c2nc(C(=O)NCCCN3CCOCC3)cc3c2[C@@H](CCO)N(S(=O)C(C)(C)C)C3)c1 (stereo partly drawn)	-1	0.0	0.6	10	0.2	-2	-1	-29
O=C(Cc1ccccc1[N+](=O)[O-])NNC(=O)c1cccs1	-8	0.1	-0.5	-2	-0.8	1	?	-6
NS(=O)(=O)c1cccc(NC(=O)COC(=O)CC2CC3CCC2C3)c1 (stereo not drawn)	-7	0.0	-0.8	.	.	4	-1	-4
CCOc1cc(NC(=S)NCC2CCCO2)c(OCC)cc1NC(=O)c1cccc(F)c1 (stereo not drawn)	-41	0.0	-0.3	.	-0.1	2	-8	-9
COc1cccc(NC(=O)N2CC(=O)N3[C@@H](CO)[C@H](c4ccc(C5=CCCCC5)cc4)[C@@H]3C2)c1	-10	0.0	4.3	.	-0.1	1	4	-2
COc1ccc(CN(C)C[C@@H]2OCCCC[C@H](C)Oc3ccc(NS(=O)(=O)c4cccs4)cc3C(=O)N([C@@H](C)CO)C[C@H]2C)cc1	-5	0.0	0.6	4	-0.2	0	-6	20
Cc1c(Cl)cccc1NC(=S)NNS(=O)(=O)c1ccc([N+](=O)[O-])cc1	7	0.1	-2.7	12	0.3	4	-16	-6
CCOc1ccc(-n2c(=O)c3c(C)c(C(=O)N(C)C)sc3n(CC(=O)Nc3ccccc3F)c2=O)cc1	9	0.2	-0.2	.	-0.5	4	-3	2
Cc1cc(C)c(OCCN2CCCC2)c(Cl)c1	-1	0.5	1.6	-4	.	-6	7	-8
Cc1[nH]c2ccccc2c1/C=N/NC(=O)CNC(=O)c1ccc2c(c1)OCCO2	-21	0.4	0.3	.	11	1	-3	-22
N#CC(Cc1cc2ccccc2n1S(=O)(=O)c1ccccc1)OCc1ccccc1 (stereo not drawn)	0	0.0	-6.8	1	.	2	-12	-8
Cn1cnc(S(=O)(=O)N2[C@@H]3CNC[C@H]2C3c2ccc(-c3ccccc3F)cc2)c1 (stereo partly drawn)	-4&-18	0.0&0.1	-4.3&-0.3	.	-0.2&0.0	-13&-16	-8&4	12&21
C[C@H]1CN([C@@H](C)CO)C(=O)c2cc(C#CC3CCCC3)cnc2O[C@H]1CN(C)C(=O)c1ccncc1	5	-0.4	-0.7	0	8.0	2	3	-3
Cc1ccc(/C=N/N=C/c2ccc(C)cc2)cc1	11	0.0	.	-6	0.0	-2	-1	-7
COc1ccc(C(=O)Nc2cc(-c3ccc(C)cc3)no2)cc1	13	0.1	1.1	-6	0.1	-2	3	-12
C=CCn1c(O)c(N=Nc2ccccc2[N+](=O)[O-])c2ccccc21	16	0.1	3.5	-3	-0.3	0	1	-12
C[C@@H]1CCCCO[C@@H](CN(C)C(=O)Nc2ccc3c(c2)OCO3)[C@@H](C)CN([C@H](C)CO)C(=O)c2cc(NC(=O)Nc3ccc(C(F)(F)F)cc3)ccc2O1	-1&-5	-0.7&-0.1	-1.0&2.5	0	2.1&0.4	1&-1	19&-4	-5&-4
Cc1ccc(C(=O)OCC(=O)NC2CCCCC2)s1	-5	0.1	-5.6	.	.	4	-3	-3
C[C@@H]1CN([C@H](C)CO)C(=O)c2cc(NC(=O)Nc3ccc(F)cc3)ccc2O[C@H]1CN(C)S(=O)(=O)c1ccc(Cl)cc1	-26	0.2	-0.5	1	0.4	2	0	11
C[C@H](CO)N1C[C@H](C)[C@@H](CN(C)CC2CCOCC2)Oc2cc(C#CC3CC3)ccc2S1(=O)=O	-2	0.2	1.6	7	-0.1	1	-5	15
CC(C)CCNC(=O)c1ccc2c(SCC(=O)O)c3c(nc2c1)CCCC3	-2	0.0	.	3	0.0	34	.	-23
C[C@@H]1CCCCO[C@@H](CN(C)C(=O)Nc2ccccc2)[C@H](C)CN([C@H](C)CO)C(=O)c2cc(NS(=O)(=O)c3ccc(F)cc3)ccc2O1	-23	3.0	0.3	-18	-0.3	.	9	.
C[C@@H]1CCCCO[C@H](CN(C)Cc2ccc(C(F)(F)F)cc2)[C@H](C)CN([C@H](C)CO)C(=O)c2cc(NC(=O)Nc3ccc4c(c3)OCO4)ccc2O1	-8	-0.1	0.6	10	0.1	1	-24	9
COc1ccccc1CNC(=O)C[C@H]1CC[C@@H](NC(=O)CC2CC2)[C@@H](CO)O1	-1	-0.5	1.5	-8	0.1	-1	9	-12
CC(=O)N1N=C(c2ccco2)CC1c1ccc(Cl)o1 (stereo not drawn)	-5	0.2	0.4	-15	.	5	-2	-12
O=C(CSc1nc2ccc(Nc3nc(N4CCOCC4)nc(N4CCOCC4)n3)cc2s1)NCc1ccco1	-5	0.0	-0.2	-2	.	1	-2	-30
CC(C)(CC(=O)O)CC(=O)Nc1ccccc1Oc1ccccc1	5	0.1	1.2	.	.	1	3	-6
O=C1c2ccccc2S(=O)(=O)c2cc(C(=O)N3CCCC3)ccc21	4	-0.1	0.0	4	0.0	-2	-3	-10
CCCN1C[C@H](C)[C@H](OC)CN(C)C(=O)c2ccc(NC(=O)COC)cc2OC[C@@H]1C	2	0.1	.	-4	0.0	0	4	11
Cc1[nH]c2ccccc2c1Cc1n[nH]c(=S)o1	8	-0.1	0.0	-1	.	3	-3	-25
Cc1cccc(C(=O)OCCN2CCOCC2)c1	-1	0.0	-1.2	-10	.	0	-3	-10
CSc1cccc(NC(=S)N(CCCN2CCCC2)Cc2cccs2)c1	1	0.0	-1.5	.	.	.	-3	-77
Cc1ccc(C)c(NC(=O)CN(C)C(=O)c2cccc(S(=O)(=O)N3CCN(Cc4ccccc4)CC3)c2)c1	-40	0.0	0.9	-19	-0.1	-118	-3	-1
O=C(COC(=O)Cc1n[nH]c(=O)c2ccccc12)Nc1ccc(Cl)cc1F	13	0.1	1.4	.	-0.1	-1	-2	-3
COCCN1CCN(C(=O)c2cc(COc3cncc(Cl)c3)on2)CC1	6	0.0	-1.0	-12	-0.4	-3	-4	-5
CCc1c(C)nc2cc(-c3cccc(Br)c3)[nH]n2c1=O	-4	0.1	-3.0	5	1.1	-4	-4	-14

(further entries)
SMILES	INS-1E GSIS act	XiGFP reactiv	F508del corr	RAD54 inh	E-selectin induc	Casp6 inh	DENV2 CPE rescue	RAD52 anneal inh
Cc1cc(C)c(S(=O)(=O)Nc2ccccn2)c(C)c1	1	0.0	-0.9	-3	.	-3	2	-12
COc1ccc2c(CC(=O)OCC(=O)Nc3cccc(C)c3)coc2c1	-1	0.2	-2.2	4	-0.1	8	0	-17
CCSC1=NN2CCS(=O)(=O)N=C2S1	27	0.4	-0.9	.	.	-2	8	-2
O=C(N[C@H]1C=C[C@H](CC(=O)N2CCOCC2)O[C@@H]1CO)c1ccc2c(c1)OCO2	1	-0.3	0.7	7	0.9	-3	?	0
CCCS(=O)(=O)NC(=O)C1(C)CCN(C(=O)c2c(F)ccc(C)c2F)C1 (stereo not drawn)	.	0.0	1.0	8	.	-4	-5	-2
N#CCCN(C(=S)NC(=O)c1ccco1)c1ccccc1F	-9	0.0	1.2	.	.	2	3	-17
